High-throughput results (PubChem)
Tau fil binding: tau filament binding. Potency, µM (doses to about 57.1 µM), for inactives: at the highest dose activity change, negative = inhibition. hit rate 2% among 71,000. recombinant tau filaments, thioflavin S fluorescence, 15 h; filaments grown with octadecylsulfate alongside compound. AID 596;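 note: potency is the fitted concentration of half-maximal effect; % is set by controls: 0 for no effect and ±100 for the full control effect; actives lower thioflavin S fluorescence by blocking filaments or displacing dye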
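Tau 2 uM in ThS buffer dispensed; compound added; 60 uM ODS added (finals 1 uM tau, 30 uM ODS); 15 h 37 C; fluor ex450/em510.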
TexasRed autofl: compound fluoresces in the Texas Red spectral region | Compound fluorescence, Texas Red channel, 547/618 nm; active compounds read high | max dye-equivalent concentration, M | hit rate 0.06% among 59,000; in the data active = max dye-equivalent concentration above about 10 nM; inconclusive = between about 1.1 nM and that limit
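Pin-transferred compounds and Texas Red standards go into 100 mM Tris buffer, pH 8.0. After 15 min at room temperature, plates are imaged with 547/618 nm filters. Each value is a dye-equivalent concentration derived from the per-plate dye curve.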
CRE-bla Fsk: alters forskolin-stimulated CRE reporter signaling in CHO cells. CHO CRE-bla reporter (cAMP response element driving beta-lactamase), forskolin EC10, beta-lactamase ratio. Potency, µM (titrated, usually from 38.2 µM), without a hit: at the top dose activity change, negative = inhibition, actives largely listed as activators. hit rate 2.5% among 71,000. AID 662; active = well fitted activation curve with a large enough effect in the signal ratio, with a control signal flat, not every such curve was filed as active; inconclusive = small, poorly fitted or top-dose-only effect, or effect the other way, or a change in a side signal; the % refers to the signal ratio; note: potency is the fitted concentration of half-maximal effect; % of control where 0% means no effect
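Cells were plated overnight at 37 °C, exposed to compound titrations plus EC10 NKH 477 for 3 h, then given CCF4 dye for 2 h at room temperature. Blue/green (460/530 nm) ratio was converted to %Activity and AC50 values calculated.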
HBB splicing: alters splicing of the hemoglobin beta chain; HBB splicing reporter cell assay, activation; EGFP reporter with mutant IVS2-654 intron; response scale: normalised to 500 nM splice-correcting PNA; Potency, µM (highest dose often 46.1 µM), inactives show at the top dose activation, most hits filed as activators; hit rate 0.06% among 65,000; note: potency is the fitted concentration of half-maximal effect; 0% is about no effect
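HeLa cells stably expressing EGFP interrupted by mutant beta-globin intron 2 (IVS2-654), 500/well in 2% FCS. Treated with compound for 2 days at 37C. Splicing correction scored as total well GFP intensity (488 nm excitation, 500-520 nm emission); 500 nM antisense PNA served as control.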
Rhodamine fluor: compound fluoresces in the rhodamine spectral region; Rhodamine-region fluorescence, 547/598 nm, Tris buffer; active compounds read high; hit rate 0.05% among 59,000; max dye-equivalent concentration, M; in the data active = max dye-equivalent concentration above about 11 nM; inconclusive = between about 1.1 nM and that limit
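Compound fluorescence in 100 mM Tris, pH 8.0, read after 15 min at room temperature with 547 nm excitation and 598 nm emission. Output is dye-equivalent concentration from an on-plate rhodamine standard series.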
ALOX15 inhib: blocks human 15-lipoxygenase activity; purified 15hLO-1, xylenol orange hydroperoxide absorbance; Potency, µM (series often up to 57.1 µM), for inactives: at the top dose activity change, negative = inhibition, actives largely listed as inhibitors; hit rate 1.4% among 74,000; note: potency is the fitted concentration of half-maximal effect; % is set by controls: 0 for no effect and ±100 for the full control effect; nearly all actives have a fitted effect of over 55% in size
Target sequence (P16050 whole entry, looked up): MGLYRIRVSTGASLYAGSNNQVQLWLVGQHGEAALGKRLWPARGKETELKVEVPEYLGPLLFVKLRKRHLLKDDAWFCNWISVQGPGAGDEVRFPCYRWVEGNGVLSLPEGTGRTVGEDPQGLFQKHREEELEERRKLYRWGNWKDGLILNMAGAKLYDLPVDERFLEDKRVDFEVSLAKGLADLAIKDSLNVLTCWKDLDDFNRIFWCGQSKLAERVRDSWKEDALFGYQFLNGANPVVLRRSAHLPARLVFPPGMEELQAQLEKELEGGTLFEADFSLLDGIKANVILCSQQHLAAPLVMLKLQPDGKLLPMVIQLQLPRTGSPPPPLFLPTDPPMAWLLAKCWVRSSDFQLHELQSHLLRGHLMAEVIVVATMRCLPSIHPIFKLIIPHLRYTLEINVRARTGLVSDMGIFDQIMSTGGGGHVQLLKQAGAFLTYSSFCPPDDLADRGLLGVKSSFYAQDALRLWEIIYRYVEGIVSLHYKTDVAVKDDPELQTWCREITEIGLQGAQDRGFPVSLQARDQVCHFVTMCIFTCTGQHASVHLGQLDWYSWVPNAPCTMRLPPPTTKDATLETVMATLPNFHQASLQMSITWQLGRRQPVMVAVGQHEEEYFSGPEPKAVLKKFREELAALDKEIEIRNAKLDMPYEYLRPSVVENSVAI
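Purified human 15hLO-1 (40 nM) in 25 mM Hepes pH 7.5, 0.01% Triton X-100, preincubated 15 min RT with compound, then 50 uM arachidonic acid for 6 min. Hydroperoxide read by ferrous/xylenol orange, 30 min; 573/405 nm absorbance ratio gave progress.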
Pol III holo inh: blocks replication by bacterial DNA polymerase III holoenzyme. reconstituted DNA polymerase III holoenzyme replication, biochemical. Potency, µM (titrated, usually from 57.1 µM), inactives show at the highest dose activity change, negative = inhibition. hit rate 0.25% among 71,000; note: potency is the fitted concentration of half-maximal effect; % is set by controls: 0 for no effect and ±100 for the full control effect
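Reconstituted *E. coli* holoenzyme (0.35 nM Pol III, 1 nM beta, 154 nM SSB, 2 nM primase) was preincubated with compound for 15 min at RT. Synthesis on 1.4 nM ssM13Gori ran 35 min, then was stopped with PicoGreen/EDTA and read as dsDNA fluorescence.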
Hsp90 Hop PPI: changes Hsp90-Hop TPR2A binding signal, up or down | AlphaScreen TPR2A-His6 binding biotin-Hsp90 C-terminal peptide | Potency, µM (doses to about 57 µM), for the others: at the highest dose activity change, negative = inhibition | hit rate 0.44% among 71,000 | AID 595; active = well fitted curve in either direction with a large enough effect; inconclusive = small, poorly fitted or top-dose-only effect, or another doubt; note: potency is the fitted concentration of half-maximal effect; % is set by controls: 0 for no effect and ±100 for the full control effect; many of its hits are not listed in these tables
Luciferase inh: inhibitors of firefly luciferase. P08659. AID 411. hit rate 2.2% among 72,000. Potency, µM (series often up to 57.1 µM), for inactives: at the top dose activity change, negative = inhibition, actives largely listed as inhibitors. purified firefly luciferase, luminescence, 8 min; note: potency is the fitted concentration of half-maximal effect; % is set by controls: 0 for no effect and ±100 for the full control effect; nearly all actives have a fitted effect of over 40% in size
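Titration-based qHTS; buffer 50 mM imidazole pH 7.2, 50 mM KCl, 7 mM MgCl2, 10 uM ATP, 0.01% Tween 20, 0.05% BSA; luciferase/luciferin detector mix added after compound; 8 min, ambient; luminescence.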
ERK AVP block: blocks ERK signaling stimulated by vasopressin; hit rate 0.99% among 72,000; HEK293-V1b, vasopressin-stimulated pERK AlphaScreen; Potency, µM (titrated, usually from 57.5 µM), for inactives: at the highest dose activity, negative = inhibition, hits mostly inhibitors; AID 995; note: potency is the fitted concentration of half-maximal effect; % is set by controls: 0 for no effect and ±100 for the full control effect; nearly all actives have a fitted effect of over 55% in size
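V1b-HEK293 cells; cpd 30 min 37C; 25 nM vasopressin 5 min; lyse 10 min; AlphaScreen beads 5 hr RT. Normalized to DMSO basal and 25 nM vasopressin; AC50 by Hill fit.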
HADH2 inhib: inhibitors of human HADH2 dehydrogenase. Q99714. recombinant HADH2, NADH fluorescence, beta-hydroxybutyryl-CoA. Potency, µM (titrated, usually from 57.1 µM), without a hit: top-dose activity change, negative = inhibition, hits mostly inhibitors. hit rate 3.4% among 73,000. AID 886; note: potency is the fitted concentration of half-maximal effect; % is set by controls: 0 for no effect and ±100 for the full control effect; nearly all actives have a fitted effect of over 60% in size; many of its hits are not listed in these tables
Target sequence (Q99714 whole entry, looked up, one chain of several): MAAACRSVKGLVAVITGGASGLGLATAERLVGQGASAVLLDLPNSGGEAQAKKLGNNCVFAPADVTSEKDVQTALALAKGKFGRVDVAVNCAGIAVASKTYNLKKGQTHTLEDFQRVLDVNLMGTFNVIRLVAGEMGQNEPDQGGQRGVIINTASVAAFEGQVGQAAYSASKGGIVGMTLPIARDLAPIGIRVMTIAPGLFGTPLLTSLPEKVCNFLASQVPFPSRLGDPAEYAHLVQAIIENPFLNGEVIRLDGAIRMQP
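20 nM HADH2 + cpd, 15 min RT; add 1 mM NAD+/90 uM beta-hydroxybutyryl-CoA; kinetic fluorescence 360/450 nm, 4 min. Tris-HCl pH 9.0, 0.01% Tween-20.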
Active calls of the source: *; [ ] = another dose, or the depositor's remark. Unless noted, calls come from the whole dose curve; as a rule, active = well fitted curve in the direction sought with a large enough effect; inconclusive = small, poorly fitted or top-dose-only effect, or another doubt; inactive = no such curve, though single readings can be large; an effect the other way counts as inactive or inconclusive. A portion of the library. The share of hits here may be higher or lower than overall.

How did CCOC1=NC(C(=O)O)c2ccccc2/C(=C(/C)Cl)N1 (stereo not given) do in these assays?
Tau fil binding: -2%; TexasRed autofl: inactive; CRE-bla Fsk: 0%; HBB splicing: -0.7%; Rhodamine fluor: inactive; ALOX15 inhib: -1%; Pol III holo inh: -4%; Hsp90 Hop PPI: -5%; Luciferase inh: 0%; ERK AVP block: -3%; HADH2 inhib: 6%

Results for O=C(CC1(O)CCCCC1)OC1CCCC1 ?
Tau fil binding: -11%[11.4 µM]; TexasRed autofl: inactive; CRE-bla Fsk: inconclusive; HBB splicing: 4.5%[9.22 µM]; Rhodamine fluor: inactive; ALOX15 inhib: 5%[11.4 µM]; Pol III holo inh: -8%[11.4 µM]; Hsp90 Hop PPI: -2%[11 µM]; Luciferase inh: 1%[11.4 µM]; ERK AVP block: 11%[11.5 µM]; HADH2 inhib: 9%[11.4 µM]

Results for O=C(CNS(=O)(=O)c1ccccc1)NCc1ccccn1 ?
Tau fil binding: 3%; TexasRed autofl: inactive; CRE-bla Fsk: -6%; HBB splicing: 0.4%; Rhodamine fluor: inactive; ALOX15 inhib: -7%; Pol III holo inh: 0%; Hsp90 Hop PPI: -13%; Luciferase inh: -1%; ERK AVP block: -2%; HADH2 inhib: 2%

What do the screens show for `O=C(CC1Sc2ccccc2NC1=O)Nc1cccc(-c2nnc3n2CCCCC3)c1` (stereo not given)?
Tau fil binding: 18%; TexasRed autofl: inactive; CRE-bla Fsk: -12%; HBB splicing: 0.0%[57.5 µM]; Rhodamine fluor: inactive; ALOX15 inhib: -11%; Pol III holo inh: -6%; Hsp90 Hop PPI: -1%; Luciferase inh: -6%; ERK AVP block: 2%; HADH2 inhib: -27%

How did O=c1c2cnn(-c3ccccc3Cl)c2ncn1Cc1cccnc1 do in these assays?
Tau fil binding: -7%; TexasRed autofl: inactive; CRE-bla Fsk: 11%; Rhodamine fluor: inactive; ALOX15 inhib: 4%; Pol III holo inh: -1%; Hsp90 Hop PPI: -1%; Luciferase inh: 3%; ERK AVP block: -9%; HADH2 inhib: 13%

Results for O=C(Nc1cccc(-n2cnnn2)c1)c1ccco1 ?
Tau fil binding: -9%; TexasRed autofl: inconclusive; CRE-bla Fsk: 14%; HBB splicing: -1.5%; Rhodamine fluor: inactive; ALOX15 inhib: -3%; Pol III holo inh: 0%; Hsp90 Hop PPI: -2%; Luciferase inh: inconclusive; ERK AVP block: -9%; HADH2 inhib: 4%

What do the screens show for `O=C(CN1C(=O)c2ccccc2S1(=O)=O)NCCC1=CCCCC1`?
Tau fil binding: -5%; TexasRed autofl: inactive; CRE-bla Fsk: -13%; HBB splicing: 3.7%; Rhodamine fluor: inactive; ALOX15 inhib: 2%; Pol III holo inh: 0%; Hsp90 Hop PPI: -4%; Luciferase inh: -1%; ERK AVP block: 10%; HADH2 inhib: 3%

How did CCc1ccccc1S(=O)(=O)Cc1ccc(C(=O)N2CCN(c3ccccn3)CC2)o1 do in these assays?
Tau fil binding: 18%; CRE-bla Fsk: 12%; HBB splicing: -1.0%; ALOX15 inhib: 1%; Pol III holo inh: -3%; Hsp90 Hop PPI: -6%[2.3 µM]; Luciferase inh: 3%; ERK AVP block: inconclusive; HADH2 inhib: -1%

What do the screens show for `COc1ccc(CCNc2nnc(Sc3nnnn3-c3ccccc3)s2)cc1OC`?
Tau fil binding: -3%; TexasRed autofl: inactive; CRE-bla Fsk: 10µM*; HBB splicing: -0.8%; Rhodamine fluor: inactive; ALOX15 inhib: 7%; Pol III holo inh: 3%; Hsp90 Hop PPI: -4%; Luciferase inh: -4%; ERK AVP block: inconclusive; HADH2 inhib: 1%

How did CCc1ccc2c(CN3CCN(S(=O)(=O)c4ccc5c(c4)OCCO5)CC3)cc(=O)oc2c1 do in these assays?
Tau fil binding: 40%; TexasRed autofl: inactive; CRE-bla Fsk: inconclusive; HBB splicing: -0.4%; Rhodamine fluor: inactive; ALOX15 inhib: 0%; Pol III holo inh: 5%; Hsp90 Hop PPI: -2%; Luciferase inh: 2%; ERK AVP block: 10%; HADH2 inhib: 13%

How did Cc1ccc(NC2CC(=O)N(c3ccc(N4CCCCC4)cc3)C2=O)cc1 (stereo not given) do in these assays?
Tau fil binding: 6%; TexasRed autofl: inactive; CRE-bla Fsk: 2%; HBB splicing: -0.8%; Rhodamine fluor: inactive; ALOX15 inhib: -5%; Pol III holo inh: -13%; Hsp90 Hop PPI: -4%; Luciferase inh: 1%; ERK AVP block: -15%; HADH2 inhib: -2%

What do the screens show for `CCOc1ccc2nc(SCC(=O)N3CCCCCC3)c(C#N)cc2c1`?
Tau fil binding: -10%; TexasRed autofl: inactive; CRE-bla Fsk: 19%; Rhodamine fluor: inactive; ALOX15 inhib: inconclusive; Pol III holo inh: -5%; Hsp90 Hop PPI: 3%; Luciferase inh: -1%; ERK AVP block: -5%; HADH2 inhib: 11%

Results for COc1ccc(NC(=O)Nc2cc(C)ccc2OC(F)F)c(OC)c1 ?
Tau fil binding: -4%; TexasRed autofl: inactive; CRE-bla Fsk: -3%; HBB splicing: -1.7%; Rhodamine fluor: inactive; ALOX15 inhib: 1%; Pol III holo inh: 4%; Hsp90 Hop PPI: -13%; Luciferase inh: -8%; ERK AVP block: -14%; HADH2 inhib: -14%

How did CN(C)c1ncc2nc(-c3cccc(C#N)c3)c(=O)n(C)c2n1 do in these assays?
Tau fil binding: 5%; TexasRed autofl: inactive; CRE-bla Fsk: inconclusive; HBB splicing: 2.2%; Rhodamine fluor: inactive; ALOX15 inhib: -3%; Pol III holo inh: -12%; Hsp90 Hop PPI: -5%; Luciferase inh: 0%[11.4 µM]; ERK AVP block: -2%; HADH2 inhib: -6%

Results for CCOC(=O)N1CCN(C(=O)c2cccc(-n3c(=S)[nH]c4cc(Cl)ccc4c3=O)c2)CC1 ?
Tau fil binding: 0%; TexasRed autofl: inactive; CRE-bla Fsk: inconclusive; HBB splicing: 0.0%[0.369 µM]; Rhodamine fluor: inactive; ALOX15 inhib: -10%; Pol III holo inh: -7%; Hsp90 Hop PPI: -2%; Luciferase inh: 3%; ERK AVP block: -22%; HADH2 inhib: inconclusive

What do the screens show for `COc1ccc(Cn2c(=O)sc3ccccc32)cc1`?
Tau fil binding: 4%; TexasRed autofl: inactive; CRE-bla Fsk: 4%; HBB splicing: -1.1%; Rhodamine fluor: inactive; ALOX15 inhib: -6%; Pol III holo inh: -3%; Hsp90 Hop PPI: 18%; Luciferase inh: 2%; ERK AVP block: 53%[activator]; HADH2 inhib: -11%

Results for CCCC(C(=O)NC1CCCC1)N(Cc1cccs1)C(=O)c1snc(C(N)=O)c1N (stereo not given) ?
Tau fil binding: 59%; TexasRed autofl: inactive; CRE-bla Fsk: -2%; Rhodamine fluor: inactive; ALOX15 inhib: -16%; Pol III holo inh: -5%; Hsp90 Hop PPI: 2%; Luciferase inh: 3%; ERK AVP block: 14%; HADH2 inhib: -5%

How did COc1ccccc1C(=O)n1nc(-c2ccccc2)nc1NCc1ccco1 do in these assays?
Tau fil binding: -5%; TexasRed autofl: inactive; CRE-bla Fsk: -17%; HBB splicing: 3.4%; Rhodamine fluor: inactive; ALOX15 inhib: -2%; Pol III holo inh: -1%; Hsp90 Hop PPI: 4%; Luciferase inh: -4%; ERK AVP block: -3%; HADH2 inhib: 1%

How did O=C(c1ccccc1C(=O)N1CCN(c2ccccc2F)CC1)N1CCN(c2ccccc2F)CC1 do in these assays?
Tau fil binding: 18%; CRE-bla Fsk: inconclusive; HBB splicing: -2.0%; ALOX15 inhib: -2%; Pol III holo inh: -1%; Hsp90 Hop PPI: -5%; Luciferase inh: 1%; ERK AVP block: -24%; HADH2 inhib: 0%

Reprinted from the entries so far (2 entries):
Results for COc1ccc(NC(=O)Nc2cc(C)ccc2OC(F)F)c(OC)c1 ?
Tau fil binding: -4%; TexasRed autofl: inactive; CRE-bla Fsk: -3%; HBB splicing: -1.7%; Rhodamine fluor: inactive; ALOX15 inhib: 1%; Pol III holo inh: 4%; Hsp90 Hop PPI: -13%; Luciferase inh: -8%; ERK AVP block: -14%; HADH2 inhib: -14%

How did CN(C)c1ncc2nc(-c3cccc(C#N)c3)c(=O)n(C)c2n1 do in these assays?
Tau fil binding: 5%; TexasRed autofl: inactive; CRE-bla Fsk: inconclusive; HBB splicing: 2.2%; Rhodamine fluor: inactive; ALOX15 inhib: -3%; Pol III holo inh: -12%; Hsp90 Hop PPI: -5%; Luciferase inh: 0%[11.4 µM]; ERK AVP block: -2%; HADH2 inhib: -6%
